Assay outcomes: PubChem, Southern Research Specialized Biocontainment Screening Center
H37Rv inhibition – M. tuberculosis growth inhibition, HTS (AID 449762). M. tuberculosis H37Rv growth inhibition, 7H9 media; higher % means a stronger effect. inhibition, % at 25 µM; hits with a dose series show IC50 in µM. hit rate 0.59% among 330,000; in the data active means a potency from the dose series; inconclusive means inhibition above about 70% without an active follow-up result;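 further: bacterial growth assessed after seven days of incubation; strong numbers were not always called active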
VEEV TC-83 Vero – inhibitors of VEEV TC-83 cytopathic effect, confirmation, Vero cells (AID 588727) | Vero cells, VEEV TC-83 cytopathic effect inhibition; higher % means a stronger effect | one-dose inhibition, % at 20 µM; IC50 in µM for titrated hits | hit rate 0.13% among 350,000; in the data active means a potency from the dose series; inconclusive means inhibition mostly from about 14% at the one dose, without a potency; inactive means the rest, 99 in 100 with inhibition below about 12%; further: strong numbers were not always called active
H1N1 NS1A inhibition – H1N1 influenza NS1A inhibitors, functional cell based assay (AID 504329). NS1A functional cell-based assay, percent inhibition; higher % means a stronger effect. one-dose inhibition, % at 12.5 µM; IC50 in µM for titrated hits. hit rate 0.3% among 340,000; in the data active means a potency from the dose series; inconclusive means inhibition above about 27% without an active follow-up result; further: strong numbers were not always called active
M. tuberculosis – growth inhibition of non-replicating M. tuberculosis (AID 488890); Mycobacterium tuberculosis non-replicating, growth inhibition; higher % means a stronger effect; inhibition, % at 25 µM; hits with a dose series show IC50 in µM; hit rate 0.39% among 320,000; in the data active means a potency from the dose series; inconclusive means inhibition mostly from about 82% at the one dose, without a potency; inactive means the rest, 99 in 100 with inhibition below about 76%;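 further: plate controls were DMSO cells for no effect and high antibiotic wells for full effect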
PhoP GFP inhibition – PhoP regulon inhibitors, Salmonella typhi PhoP promoter GFP reporter, confirmatory (AID 1850). Salmonella Typhi PhoP-promoter GFP reporter, fluorescence, 4 h; higher % means a stronger effect. one-dose inhibition, % at 50 µM; IC50 in µM for titrated hits. hit rate 0.33% among 310,000; in the data active means a potency from the dose series; inconclusive means inhibition mostly from about 25% at the one dose, without a potency; inactive means the rest, 99 in 100 with inhibition below about 19%;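 further: 0% = induced wells with vehicle and 100% = uninduced wells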
VEEV TC-83 Vero 10K pilot screen – recorded beside VEEV TC-83 Vero, whose call it bears; inhibition, %; measured here: 10K pilot screen inhibition
Starred values were filed as active, the others as inactive; i = inactive; ? = inconclusive; nt = not tested or not shown.

SMILES	H37Rv inhibition	VEEV TC-83 Vero	H1N1 NS1A inhibition	M. tuberculosis	PhoP GFP inhibition	others
Cc1ccccc1OC(C)C(=O)NCCC1=CCCCC1 (stereo unspecified)	-0.9%	4.0%	2.9%	17.6%	-6.7%
Nc1c(Cl)nc(-c2ccccc2)nc1Cl	3.4%	1.2%	-7.2%	3.2%	11.3%
O=C(/C=C/c1ccc2c(c1)OCO2)NCC1CCCO1 (stereo unspecified)	-7.4%	i	-2.4%	21.8%	9.3%
CCOC(=O)[C@@H](C)N(Cc1ccc(OC)cc1)S(=O)(=O)N(Cc1ccccc1)[C@H](C(=O)OC)C(C)C	-1.0%	i	-3.6%	-8.8%	nt
CC(c1ccccc1)N1C(=O)c2ccccc2C1(O)Cc1ccccc1 (stereo unspecified)	7.8%	0.5%	5.1%	5.3%	6.0%
CSc1ncc2ncn(C3OC(CO)C(O)C3O)c2n1 (stereo unspecified)	9.3%	0.4%	-7.7%	-1.4%	7.5%
COc1ccc(OC)c(NC(=O)CSc2nnc(C3CCCCC3)n2-c2ccccc2)c1	2.0%	1.8%	21.6%	20.6%	1.1%
O=c1[nH][nH]c(-c2ccccc2O)c1C(C[N+](=O)[O-])c1ccc(Cl)cc1Cl (stereo unspecified)	?	1.0%	17.0%	?	12.4%
CC(=O)c1cccc(NC(=O)C=C(C)C)c1	4.1%	i	-13.7%	-9.2%	-8.7%
O=C(c1ccccc1)c1sc(N2CCCCCC2)nc1-c1ccccc1	11.3%	6.3%	-0.2%	14.5%	-7.2%
Cc1ccc(CNC(=O)C(=O)NCC2OCCN2C(=O)c2ccc(Cl)cc2)cc1 (stereo unspecified)	-2.8%	0.6%	-4.3%	18.1%	-2.8%	VEEV TC-83 Vero 10K pilot screen=0.1
COc1cc(OCc2ccccc2)c2c(CCC(=O)O)cc(=O)oc2c1	nt	0.9%	-1.8%	nt	nt
O=C(CC(=O)N/N=C\c1c(Cl)cccc1Cl)NCc1ccccc1	1.9%	6.6%	15.1%	6.8%	-8.1%
O=C(Nc1cccc(Cl)c1)c1ccc(=O)[nH]n1	5.8%	1.2%	21.8%	-15.4%	12.7%
O=C(NCCC1=CCCCC1)C1CCN(S(=O)(=O)c2cccc(C(F)(F)F)c2)CC1	5.8%	1.3%	-8.8%	43.3%	nt

The closing two compounds of the part above open the next one:
SMILES	H37Rv inhibition	VEEV TC-83 Vero	H1N1 NS1A inhibition	M. tuberculosis	PhoP GFP inhibition	others
O=C(Nc1cccc(Cl)c1)c1ccc(=O)[nH]n1	5.8%	1.2%	21.8%	-15.4%	12.7%
O=C(NCCC1=CCCCC1)C1CCN(S(=O)(=O)c2cccc(C(F)(F)F)c2)CC1	5.8%	1.3%	-8.8%	43.3%	nt
CC(O)(Cc1cccnc1)c1cccs1 (stereo unspecified)	nt	i	3.0%	nt	nt
Cc1ccccc1NC(=O)CN1C(=O)c2ccccc2C1=O	3.9%	i	-28.3%	-3.6%	1.5%
Cc1ccc(/C=N/NC(=O)CN2CCN(Cc3ccccc3)CC2)s1	12.4%	2.3%	10.2%	1.1%	-2.7%
COc1ccc(NC2CCCN(C(=O)c3cccnc3SC)C2)cc1OC (stereo unspecified)	3.8%	2.1%	9.7%	18.8%	-18.4%
COc1cccc(NC(=O)c2ccn(C)n2)c1	3.3%	1.8%	-2.8%	6.1%	-5.5%
CN(CC(=O)Nc1cccc2ccccc12)C(=O)c1cccc(S(=O)(=O)N(C)C)c1	-5.1%	0.8%	0.1%	-6.3%	2.1%
O=C(COc1ccccc1)NCC(=O)N1CCCC(C(F)(F)F)C1 (stereo unspecified)	nt	2.3%	-6.3%	nt	nt
CN(C(=O)c1ccc(S(=O)(=O)N2CCCCC2)cc1)C1CCS(=O)(=O)C1 (stereo unspecified)	3.4%	1.7%	-8.6%	-0.4%	-2.6%
COc1ccc(-c2nc3ncccn3c2Br)cc1	4.1%	0.6%	2.7%	?	5.1%
COc1cccc(NC(=O)c2cnc[nH]2)c1	5.9%	0.9%	-27.2%	-9.3%	2.0%
CC1CCC(NC(=O)COC(=O)CCC(=O)c2ccc(Cl)s2)CC1 (stereo unspecified)	-2.3%	0.9%	-0.2%	66.8%	-6.5%
O=C(O)c1ccc(/C=N\Nc2ccc(S(=O)(=O)N3CCOCC3)cc2[N+](=O)[O-])cc1	2.7%	0.1%	2.7%	-4.2%	8.5%
COc1ccc(S(=O)(=O)Nc2ccc(Nc3ccccc3)cc2)cc1	6.7%	i	nt	25.6%	-2.5%
Cn1c(=O)[nH]c(=O)c2c1nc(Br)n2C/C=N/Nc1ccccc1	50.6%	1.4%	-2.5%	19.4%	-3.3%
O=C(/C=C\c1cn(-c2ccccc2)nc1-c1ccccc1)Nc1nccs1	7.4%	0.2%	-9.8%	-12.7%	-2.7%
C/C(CC(=O)Nc1cccnc1)=N\NC(=O)c1ccc([N+](=O)[O-])c(Cl)c1	-0.4%	9.9%	-0.1%	-20.6%	-6.6%
COc1ccc(NC(C)=O)cc1S(=O)(=O)NC(Cc1ccccc1)C(=O)NCc1ccccc1C (stereo unspecified)	-3.1%	i	-4.4%	-3.9%	-3.4%
O=C(Cn1ccc(=O)[nH]c1=O)Nc1ccc(C(=O)O)c(O)c1	16.0%	0.7%	21.9%	65.9%	-9.9%
Cc1cccc(NC2=NC(C)(C)N=C(N)N2)c1C	-8.5%	0.8%	7.9%	-20.6%	2.7%
C/C(=N/Nc1cc(-c2ccccc2)nc(-c2ccccc2)n1)c1ccc(O)cc1	9.45µM*	8.7%	-6.3%	14.8%	-4.9%
CCc1ccccc1NC(=O)NCc1cccnc1	-16.9%	1.8%	-9.1%	-6.8%	-7.4%
COc1ccc(N=C2SCC(c3ccccc3)=NN2C)cc1	0.0%	4.1%	0.1%	30.5%	-13.8%
N#CCCn1cc(C(=O)O)c(-c2cc3ccccc3o2)n1	1.3%	i	7.4%	14.9%	-3.7%	VEEV TC-83 Vero 10K pilot screen=0.6
CCCCCCn1c(=O)[nH]c2c(c1=O)CCC2	-1.6%	i	-6.3%	-0.6%	3.0%
CCC12OC(=N)C(C#N)(C1C)C(C#N)(C#N)C(c1ccccc1)O2 (stereo unspecified)	3.9%	0.9%	4.6%	-22.3%	-12.6%
O=C(NCC#CCOCc1ccccc1)c1ccccc1	-6.6%	0.8%	13.8%	24.1%	3.0%
Cc1cc2ccccc2c(=O)n1CC(=O)NCC(=O)N1CCC2(CC1)OCCO2	-0.4%	0.6%	1.4%	-1.6%	-0.9%
CCOc1ccc(C2OC34CCCCC3C(C#N)(C#N)C2(C#N)C(=N)O4)cc1OC (stereo unspecified)	3.4%	1.4%	2.3%	1.6%	-6.5%
NC(=S)NN=C1CCCCCCCCCC1	nt	3.4%	-18.1%	nt	nt
CC(=O)Nc1ccc(N2C(=O)CC(N3CCN(Cc4ccc5c(c4)OCO5)CC3)C2=O)cc1 (stereo unspecified)	-9.2%	0.2%	-3.3%	5.2%	-4.8%

6 neighbouring records out of the list so far, for reference:
SMILES	H37Rv inhibition	VEEV TC-83 Vero	H1N1 NS1A inhibition	M. tuberculosis	PhoP GFP inhibition	others
C/C(CC(=O)Nc1cccnc1)=N\NC(=O)c1ccc([N+](=O)[O-])c(Cl)c1	-0.4%	9.9%	-0.1%	-20.6%	-6.6%
COc1ccc(NC(C)=O)cc1S(=O)(=O)NC(Cc1ccccc1)C(=O)NCc1ccccc1C (stereo unspecified)	-3.1%	i	-4.4%	-3.9%	-3.4%
O=C(Cn1ccc(=O)[nH]c1=O)Nc1ccc(C(=O)O)c(O)c1	16.0%	0.7%	21.9%	65.9%	-9.9%
Cc1cccc(NC2=NC(C)(C)N=C(N)N2)c1C	-8.5%	0.8%	7.9%	-20.6%	2.7%
C/C(=N/Nc1cc(-c2ccccc2)nc(-c2ccccc2)n1)c1ccc(O)cc1	9.45µM*	8.7%	-6.3%	14.8%	-4.9%
CCc1ccccc1NC(=O)NCc1cccnc1	-16.9%	1.8%	-9.1%	-6.8%	-7.4%

Later entries
SMILES	H37Rv inhibition	VEEV TC-83 Vero	H1N1 NS1A inhibition	M. tuberculosis	PhoP GFP inhibition	others
COC(C(=O)N1CCC(n2nccc2NC(=O)C2CC2)CC1)c1ccccc1 (stereo unspecified)	2.4%	0.8%	-5.9%	-5.4%	-5.2%
O=c1c2ccccc2c(C=Nc2cccc(O)c2)c(O)n1-c1ccc2c(c1)OCO2	-2.4%	1.3%	-2.9%	5.6%	-9.9%
O=C(CCCl)N1c2ccccc2C=Cc2ccccc21	nt	i	0.6%	nt	nt
COCCCNC(=O)CNC(=S)N(Cc1ccc(F)cc1)C1CCCCC1	3.9%	i	0.5%	37.5%	5.9%
COc1ccc2cc3cc(C(=O)NCc4ccccn4)oc3nc2c1	4.7%	4.4%	3.8%	-3.5%	-12.8%	VEEV TC-83 Vero 10K pilot screen=4.8
Cc1ccc(CNC(=O)CS(=O)Cc2nc(-c3ccccc3F)oc2C)cc1 (stereo unspecified)	-3.8%	1.3%	-11.7%	3.0%	-6.4%
Fc1ccccc1C1c2cccn2CCN1C(=S)Nc1ccc(Br)cc1 (stereo unspecified)	0.5%	1.1%	-2.7%	15.2%	0.0%
O=C(CSc1n[nH]c(-c2ccc(Cl)cc2Cl)n1)Nc1ccccn1	8.2%	4.0%	0.2%	?	4.9%
COc1cccc(OC)c1OCCOCCN1CCN(C)CC1	4.6%	0.5%	24.0%	-10.1%	-12.4%
CNC(=O)CSc1nccn1Cc1ccc(Cl)cc1	4.3%	0.4%	-4.1%	-13.2%	-6.9%
COc1ccc(N(CC(=O)N2CCN(c3cccc(C)c3C)CC2)S(=O)(=O)c2c(C)noc2C)cc1	7.9%	1.1%	-1.2%	44.3%	7.5%
COc1nc(Nc2ccc(-c3nc4ccccc4o3)cc2)nc(N2CCOCC2)n1	-4.0%	2.1%	-1.0%	-7.5%	-3.1%
COCOc1ccc(C=O)cc1OCOC	-1.1%	0.1%	0.1%	2.0%	10.6%
CCC(=O)Oc1ccc(-c2nc(-c3cccnc3)no2)cc1	5.8%	i	3.8%	12.9%	8.7%
CCC(=O)Nc1nnc(S(=O)(=O)N2c3ccccc3CC2C)s1 (stereo unspecified)	-0.2%	i	11.6%	-4.1%	-7.9%
CC(=O)c1cc2c(cc1NC(=O)c1cccc(S(=O)(=O)N3CCN(C)CC3)c1)OCO2	4.1%	1.1%	-16.3%	15.7%	-1.7%
O=C(COC(=O)CCC(=O)c1cccs1)NC1CC1	-3.7%	i	-1.3%	2.1%	4.4%
COc1cc(OC)c2c(-c3cccc(-c4ccoc4)c3)cc(=O)oc2c1	nt	0.1%	0.5%	nt	nt
Cc1cccc(-c2noc(CNS(=O)(=O)c3ccccc3)n2)c1	9.8%	6.3%	1.8%	-2.4%	-9.8%
CC(=O)N1N=C(c2ccncc2)OC12CCCC2	1.1%	1.4%	-2.3%	7.5%	17.4%
COC(=O)CSc1nnc(-c2ccc3c(c2)OCO3)n1C	-5.9%	i	10.0%	-4.5%	4.8%
CCc1ccc(NC(=O)[C@@H](NC(=O)[C@@H]2Cc3ccccc3CN2)C(C)CC)cc1 (stereo partly specified)	11.5%	3.0%	6.3%	27.8%	-19.2%
O=C(C1CCN(S(=O)(=O)c2ccc(Cl)cc2)CC1)N1CCN(c2ccccn2)CC1	-7.0%	2.9%	-6.9%	21.9%	nt
CCc1ccc(CNC(=O)C2CCCN(S(=O)(=O)N(CC)c3ccccc3)C2)cc1 (stereo unspecified)	10.9%	2.5%	-5.2%	15.7%	1.3%
CCOC(=O)CSc1nc2sc3c(c2c(=O)n1CC)CC(C)(C)OC3	?	i	-4.7%	74.7%	-2.3%
CN(C)c1ccc(NC(=O)Nc2csc3ccccc23)cc1	-4.1%	1.0%	nt	-6.4%	-1.7%
COc1ccc(C(O)c2nc3ccccc3n2C)cc1OC (stereo unspecified)	3.9%	0.8%	-6.9%	-7.1%	-7.6%
CC(=O)c1c(C)nc(-c2ccc(Cl)cc2Cl)n1O	1.3%	0.1%	-2.1%	-14.1%	-10.8%
COc1ccc(COC(=O)C2=C(C)NC(=O)NC2c2ccc(O)c(OC)c2)cc1 (stereo unspecified)	-1.4%	i	0.6%	5.5%	1.1%
O=C(CCN1C(=O)/C(=C\c2ccc(F)cc2)SC1=S)Nc1ccc(O)cc1	-0.8%	3.5%	-9.9%	-5.0%	-4.7%
Cc1c(C(=O)NCc2cccs2)oc2ccc(Br)cc12	-7.8%	2.3%	-1.4%	33.7%	-11.0%
O=C(C(Cc1ccccc1)NS(=O)(=O)c1ccc(F)cc1)N1CCC2(CC1)OCCO2 (stereo unspecified)	-3.0%	5.3%	0.4%	13.9%	8.4%
COc1ccccc1C(=O)O/N=C(\N)c1ccc(Cl)cc1	1.3%	0.6%	27.6%	17.0%	2.4%

An unsorted share of the library. About 1.6% of those tested had a hit in this group.
